# Assay outcomes from PubChem BioAssay.
# All columns: NCI-60 one-dose screen, growth in % after 48 h at 10 µM unless noted; 100 = growth as untreated, 0 = no growth, -100 = all killed.
# NCI-H226 – NCI-H226 lung cancer; 79,000 compounds, 3.5% hits; AID 1794732
# NCI/ADR-RES – NCI/ADR-RES ovarian cells | 81,000 compounds, 4.4% hits | AID 1794790
# CAKI-1 – CAKI-1 renal cancer; 75,000 compounds, 4.7% hits; AID 1794772
# A498 – A498 renal cancer cells; 76,000 compounds, 5.4% hits
# NCI-H23 – NCI-H23 lung cancer; 80,000 compounds, 4% hits
# ACHN – ACHN renal cancer; 81,000 compounds, 4.9% hits
# NCI-H522 – NCI-H522 lung cancer | 78,000 compounds, 8% hits | AID 1794739
# RXF 393 – RXF 393 renal cancer cells. 77,000 compounds, 6.9% hits. AID 1794773
# NCI-H460 – NCI-H460 lung cancer; 82,000 compounds, 6.8% hits
# The depositor's hits bear a star; / = no result given; & = joins results of further samples. The calls were made as follows: active = growth percent below 10; inactive = the rest.
SMILES,NCI-H226,NCI/ADR-RES,CAKI-1,A498,NCI-H23,ACHN,NCI-H522,RXF 393,NCI-H460
CS(=O)(=O)Nc1ccc(-c2ccc3c(c2)ncn3-c2ccc(NC(=O)Nc3ccc(Cl)c(C(F)(F)F)c3)cc2)cc1,-51*,-1.0*,-55*,-86*,-70*,-64*,-88*,-57*,0.6*
COc1cc(C2CC(c3cccc(Nc4ccnc5cc(Cl)ccc45)c3)=NN2c2ccccc2)cc(OC)c1OC (stereo not given),82,/,8.3*,73,79,45,54,93,71
Cc1ccc(Oc2nc(NS(=O)(=O)c3ccc(C)cc3)nc(-c3ccc(C)cc3)c2C#N)cc1,116,115,91,114,122,106,108,121,105
NS(=O)(=O)c1ccc(Nc2nc3n[nH]c(Nc4ccccc4)c3c(=O)[nH]2)cc1,93,100,89,89,95,109,90,115,103
COc1cc(OC)c(C(=O)/C=C/c2ccc(OC)c(OC)c2)c(OC)c1,109,90,/,98,88,91,77,108,78
COC(=O)C1CC2(C(=O)OC)CC(C(=O)OC)(CC(C(=O)OC)C2=O)C1=O (stereo not given),91&98,95&110,97&98,94&126,92&114,111&104,91,99&105,109&107
Fc1ccc(Cc2nnc(NC(=S)Nc3ccccc3)s2)cc1,109,106,90,96,99,106,94,112,105
C#C[C@]1(O)CC[C@H]2[C@@H]3CC=C4c5sc(-c6cccc(F)c6)nc5CC[C@]4(C)[C@H]3CC[C@@]21C,84,89,92,101,84,85,89,21,93
NNC(=O)CCc1ccc2ccc3ccccc3c2c1,84,105,83,72,96,100,104,92,99
COc1ccc(C(=O)CSc2nc(Nc3cccc(S(N)(=O)=O)c3)c3ccccc3n2)cc1,104,101,92,/,/,96,96,118,102
COC(=O)c1ncoc1C(NC(=O)c1ccccc1)=C(Cl)Cl,91,110,/,97,105,101,96,105,101
c1cc2[nH]ncc2cc1-c1nc2ccc3[nH]ncc3c2c2c1CCC2,42,58,23,-3.3*,70,24,6.8*,20,31
C=C(Br)c1ccc2c(c1)OCO2,106,111,99,129,114,112,106,109,113
CC(C)CC(C)NCCOC(=O)c1ccccc1 (stereo not given),108&96,106&103,108&99,124&106,108&103,105&106,83,104&112,107&115
FC(F)(F)c1ccc(-c2cncnc2NC2CCCCCC2)cc1,93,92,81,87,99,110,74,105,104
Cc1ccccc1C1CC(c2cccc(OCCCCOc3cccc(C4=NOC(c5ccccc5C)C4)c3)c2)=NO1 (stereo not given),60,81,41,73,63,68,59,81,81
Cc1cc[n+](CCCCCCCCCC[n+]2ccc(C)cc2)cc1,68,94,97,85,69,105,92,127,99
CCc1c2c(c(C)c3c1oc1cc(OC)ccc13)C(=O)N(N)C2=O,106,106,96,75,94,87,88,122,100
O=C1c2cccc(NCCN=Cc3ccccc3O)c2C(=O)c2c(NCCN=Cc3ccccc3O)cccc21,73,94,28,51,28,15,/,34,4.3*
COc1ccc(C2=NN(c3ccc(S(N)(=O)=O)cc3)C(c3cn(-c4ccccc4)nc3-c3ccc(OC)cc3)C2)cc1 (stereo not given),103,91,102,88,97,94,81,103,101
O=S(=O)(O)c1ccc2c3c(ccc(Cl)c13)CC2,96,102,89,/,94,100,95,/,109
Nc1nn2c(-c3cc4ccccc4oc3=O)ccnc2c1N=Nc1ccccc1,35,47,82,111,13,55,25,2.1*,44
O=[N+]([O-])c1ccc(Oc2ccc([N+](=O)[O-])cc2)cc1,89,104,101,102,104,104,101,110,108
CC(=O)[C@H]1CC[C@H]2[C@@H]3CCC4=CC(=O)CC[C@]4(C)[C@H]3C=C[C@]12C,83,87,94,75,93,100,62,94,90
Fc1ccc(C2CC(c3cccc(Nc4ccncc4)c3)=NN2c2cc(Cl)cc(Cl)c2)cc1 (stereo not given),91,64,31,95,80,43,73,/,-76*

# Next compounds follow:
SMILES,NCI-H226,NCI/ADR-RES,CAKI-1,A498,NCI-H23,ACHN,NCI-H522,RXF 393,NCI-H460
COc1ccc(N=Nc2c(N)nn3c(=O)c4cc5ccccc5oc4nc23)cc1,93,103,83,118,100,101,90,123,104
COC(=O)Cc1cc(O)cc2oc(-c3ccc(OC)c(O)c3)cc(=O)c12,97,101,99,104,98,99,100,113,102
OC(CN1CCCCC1)c1ccc2c3c(cccc13)CC2 (stereo not given),108,102,96,/,95,100,/,111,100
CC(=O)OC[C@]12CC[C@@H]([C@@H](C)C(=O)O)[C@@H]1[C@H]1CC[C@@H]3[C@@]4(C)CCCNC(C)(C)[C@@H]4CC[C@@]3(C)[C@]1(C)CC2,96,102,93,/,98,101,77,101,104
C(=N\Nc1ccc2ccccc2n1)/c1ccccn1,11,19,2.9*,27,32,7.3*,20,17,3.3*
Cc1nc2sc(C(=O)Nc3cccc4ccccc34)c(N)c2cc1C(=O)/C=C/c1ccccc1,-59*,-11*,-61*,-5.1*,9.1*,5.5*,-33*,-87*,-34*
Cc1nc2ncc(C(=O)N/N=C/c3ccc(O)cc3)c(=O)n2[nH]1,95,102,97,107,100,103,73,99,96
CC1=CC(=O)C2=C(C)CC(OS(C)(=O)=O)[C@@H]3[C@H](OC(=O)[C@@H]3C)[C@@H]12 (stereo not given in full),102,104,91,92,106,108,90,105,105
Cc1cccc(N2CCN(C3=C(Cl)C(=O)c4ncccc4C3=O)CC2)c1,90,79,52,103,55,-33*,27,52,58
CN(Cc1ccccc1)c1nc(Cl)c(C2CC(c3ccc(Br)cc3)=NN2c2cc(Cl)cc(Cl)c2)s1 (stereo not given),104,100,88,106,96,104,86,104,108
Cc1ccccc1NC(=O)Oc1ccc(Cl)cc1Cl,100,106,/,107,107,103,85,106,104
CCOC(=O)c1c(NCC(=O)Nc2cccc(Cl)c2)sc(C(C)=O)c1C,100,103,92,105,99,103,96,107,106
COc1ccc(-c2cc(-c3cccc(OCC(=O)O)c3)[nH]c(=O)c2C#N)cc1,92,96,77,104,94,101,97,96,105
COc1ccc(-c2nc(SCC(C)C)nc(Nc3ccc(C(C)=O)cc3)c2C#N)cc1,107,103,114,104,/,101,100,112,106
Oc1ccc2ccccc2c1CN(Cc1ccccc1)Cc1ccccc1,105,99,/,94,98,/,84,123,120
S=c1nc[nH]c2c1ncn2-c1ccccc1,104,106,86,/,97,102,101,122,108
CC(C)CCNCC(O)Cn1c2ccccc2c2ccccc21 (stereo not given),/,20,-0.2*,3.0*,25,2.8*,20,8.4*,1.5*
CCN(CC)CCCCCCNc1cc(OC)cc2cccnc12,97,83,90,64,86,100,5.3*,/,33
CS(=O)c1cccc(-c2ccc3nc(N)n(-c4ccc(C(F)(F)F)cc4)c(=O)c3c2)c1 (stereo not given),91,103,96,107,102,105,81,93,102
COc1c2occc2cc2ccc(=O)oc12,103,117,96,100,108,95,101,123,111
NC(CCCC(N)C(=O)c1ccccc1)C(=O)O (stereo not given),102,103,/,103,98,/,64,112,112
O=c1c2ccccc2nc(SCc2n[nH]c(=S)n2Cc2ccccc2)n1CCc1ccccc1,94,85,/,/,78,96,54,106,94
O=C(Nc1cc(Cl)ccc1O)c1cccc(Nc2ccnc(C(F)(F)F)c2)c1,54,15,-2.3*,45,12,27,31,66,30
COC(=O)c1nc(-c2ccccc2)oc1SCc1ccccc1,94,101,92,119,108,102,82,102,114
COc1ccc2nc3ccccc3c(NCc3ccc(Cl)cc3)c2c1,49,23,21,8.6*,28,17,35,-24*,13

# Remaining list, next part
SMILES,NCI-H226,NCI/ADR-RES,CAKI-1,A498,NCI-H23,ACHN,NCI-H522,RXF 393,NCI-H460
O=C1CSC(=S)N1/N=C/c1ccc(Cl)cc1Cl,102,103,99,121,91,101,96,102,111
CC(C)[C@@H]1NC(=O)[C@]2(C)CSC(=N2)c2ccnc(c2)CNC(=O)C[C@@H](/C=C/CCS)OC1=O,12,30,/,-77*,13,6.6*,-18*,-62*,9.2*
N#CC1=C(N2CCOCC2)NC(c2cccc([N+](=O)[O-])c2)c2sc3c(F)cccc3c21 (stereo not given),84,102,72,101,96,86,90,106,98
N#CCCN1CCOCC1,103,106,102,110,111,/,111,110,112
COC(=O)Oc1ccc(Cl)cc1Cl,96,112,107,74,102,114,98,104,105
CCN(CC)Cn1c2ccccc2c2ccccc21,95,108,112,105,99,127,88,103,113
COc1ccc(NC(=S)N/N=C/c2ccc(Cl)cc2)cc1,104,119,90,105,110,117,104,27,137
CCn1c(SCC(=O)N2CCN(c3cc4c(cc3F)c(=O)c(C(=O)O)cn4C3CC3)CC2)nnc1-c1ccc(Cl)cc1,98,105,/,102,99,108,80,110,104
O=S(=O)(NCCCNc1nccc(-c2c(-c3cccc(F)c3)nc3sccn23)n1)c1ccc(Cl)cc1,47,67,63,/,86,60,57,100,75
COc1ccc([N+](=O)[O-])cc1NC(=O)OC(C)C,94,98,/,/,94,105,88,87,/
O=C(COc1ccc(/C=C2\C(=O)Nc3cc(Cl)ccc32)cc1)NC1CCCCC1,90,96,86,94,95,91,83,87,95
N#CC(C#N)=Cc1cc2ccccc2nc1Sc1ccc(Br)cc1,88,89,77,/,84,96,85,91,95
Cc1nc2ccccc2c2nnc(SCC(=O)N(Cc3ccccc3)c3ccccc3)n12,94,96,71,-17*,89,93,71,/,107
CC(C)(C)OC(=O)NCc1ccc(NC(=S)Oc2ccccc2)cc1,76,82,/,64,90,82,63,85,92
CCN(CCO)C(=O)c1cc([N+](=O)[O-])cc([N+](=O)[O-])c1,99,102,101,82,102,101,90,105,103
Cc1ccc(Nc2n[nH]c(=S)s2)cc1F,97,108,98,79,91,103,95,92,104
COc1cccc(-c2nc3sccn3c2-c2ccnc(NCCNS(=O)(=O)c3ccc(Br)cc3)c2)c1,72,59,58,70,81,70,79,84,87
O=C(Nc1cccc(C2=NCCN2)c1)c1ccc(C(=O)Nc2cccc(C3=NCCN3)c2)cc1,100,105,93,105,105,106,93,110,116
O=C(Nc1sc2c(c1C(=O)O)CCCC2)c1cccc(C(F)(F)F)c1,103,93,91,95,90,88,79,/,79
Cc1ccc(NC(=O)[C@@H]2CC[C@H](CN3CCN(C)CC3)C2)cc1Nc1nccc(-c2cccnc2)n1,102,96,94,101,102,96,104,102,101
CC(C)(C)c1ccc[nH]1,100,105,107,104,100,100,98,107,111
Cn1nc(N)c2ncc(-c3ccc(Cl)cc3)nc21,75,100,99,60,93,89,83,101,99
CCN1CCN(c2nc(NNC(=O)c3ccc(OC)cc3)nc(N3CCN(C(c4ccccc4)c4ccccc4)CC3)n2)CC1,72,73,24,60,53,34,85,56,-6.9*
O=C1/C(=C/c2cccc(F)c2)CN(C(=O)C(Cl)Cl)C/C1=C\c1cccc(F)c1,0.3*,-3.1*,-76*,-80*,-75*,-98*,-80*,-90*,-63*
CC(C)Cc1ccc(C(C)C(=O)NCc2ccc(Cn3c(=O)sn(-c4ccc(Cl)cc4)c3=O)cc2)cc1 (stereo not given),83,90,75,95,86,57,92,/,61

# Going on with the list.
SMILES,NCI-H226,NCI/ADR-RES,CAKI-1,A498,NCI-H23,ACHN,NCI-H522,RXF 393,NCI-H460
O=C(CSc1nnc(-c2ccc(Cl)cc2)o1)Nc1ccc(C(=O)/C=C/c2ccccc2)cc1,107,88,/,96,93,/,87,112,98
COc1cc(OC)cc(C(=O)C[n+]2cccc3c4ccccc4ccc32)c1,72,102,87,93,71,95,74,76,80
COc1cc(CNC(=O)/C=C/c2ccc(OC(C)=O)c(OC)c2)ccc1O,76,100,80,134,98,98,98,95,101
COc1ccc(Nc2[nH]n3c(=O)cc(C)nc3c2C(=O)Nc2ccc(C)cc2)c(OC)c1,96,98,89,138,93,87,70,110,112
Cc1ccc(NC(=O)N(O)C2CCCCC2C#N)cc1 (stereo not given),108,105,91,/,93,98,123,120,110
CC(=O)Nc1ccc(-c2cc3c(NCc4ccccc4)ncnc3s2)cc1,83,91,60,61,91,70,72,/,94
COc1ccc(CN2CC3CC3(COc3ccc(F)c(C)c3)C2)cc1F (stereo not given),116,102,88,112,/,106,96,117,105
Cc1ccc(-c2csc(=N)n2CC(=O)N2CCN(C)CC2)cc1,93,93,78,80,93,81,81,93,102
CC(C)(C)C(=O)Nc1nc2c(s1)CCCc1ccn(S(=O)(=O)c3ccccc3)c1-2,100,93,/,112,94,/,63,107,102
c1ccc(CNc2ccc3nc(CCC4CCCCC4)[nH]c3c2)cc1,71,62,67,43,68,87,58,66,78
CC(C)(C)C1CCC(=NO)CC1 (stereo not given),100,103,97,97,96,105,93,91,100
Oc1ccc(C(O)c2ccccc2O)cc1 (stereo not given),105,99,/,119,105,109,77,111,106

# In the list so far, these have two or more sulfur atoms.
SMILES,NCI-H226,NCI/ADR-RES,CAKI-1,A498,NCI-H23,ACHN,NCI-H522,RXF 393,NCI-H460
Fc1ccc(Cc2nnc(NC(=S)Nc3ccccc3)s2)cc1,109,106,90,96,99,106,94,112,105
COc1ccc(C(=O)CSc2nc(Nc3cccc(S(N)(=O)=O)c3)c3ccccc3n2)cc1,104,101,92,/,/,96,96,118,102
O=c1c2ccccc2nc(SCc2n[nH]c(=S)n2Cc2ccccc2)n1CCc1ccccc1,94,85,/,/,78,96,54,106,94
O=C1CSC(=S)N1/N=C/c1ccc(Cl)cc1Cl,102,103,99,121,91,101,96,102,111
CC(C)[C@@H]1NC(=O)[C@]2(C)CSC(=N2)c2ccnc(c2)CNC(=O)C[C@@H](/C=C/CCS)OC1=O,12,30,/,-77*,13,6.6*,-18*,-62*,9.2*
O=S(=O)(NCCCNc1nccc(-c2c(-c3cccc(F)c3)nc3sccn23)n1)c1ccc(Cl)cc1,47,67,63,/,86,60,57,100,75
Cc1ccc(Nc2n[nH]c(=S)s2)cc1F,97,108,98,79,91,103,95,92,104
COc1cccc(-c2nc3sccn3c2-c2ccnc(NCCNS(=O)(=O)c3ccc(Br)cc3)c2)c1,72,59,58,70,81,70,79,84,87
CC(C)(C)C(=O)Nc1nc2c(s1)CCCc1ccn(S(=O)(=O)c3ccccc3)c1-2,100,93,/,112,94,/,63,107,102
